Screening data deposited in PubChem by National Center for Advancing Translational Sciences (NCATS).
TDP1 cell CPT: DT40-hTDP1 cell growth loss with CPT; chicken DT40 Tdp1-/-;hTDP1 cells + 20 nM CPT, ATP luminescence, 48 h; Potency, µM (series often up to 46.2 µM), without a hit: at the highest dose activity change, negative = growth inhibition, actives largely listed as inhibitors; 12% of 420,000 active; AID 686979; note: nearly all actives have a fitted effect of over 55% in size
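Cell growth measured by CellTiter-Glo luminescence after a minimum 48 h, 37 C compound exposure with 20 nM CPT in Tdp1-knockout DT40 cells stably expressing hTDP1, seeded 400/well; qHTS titration format.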
GCN5L2 inh: GCN5L2 (KAT2A) acetyltransferase inhibition; Potency, µM (highest dose often 58.9 µM), inactives show top-dose activity change, negative = inhibition, usual class: inhibitors; GCN5L2 HAT assay, ThioGlo1 CoA-SH fluorescence; 0.21% of 390,000 active
Target sequence (Q92830 whole entry, looked up): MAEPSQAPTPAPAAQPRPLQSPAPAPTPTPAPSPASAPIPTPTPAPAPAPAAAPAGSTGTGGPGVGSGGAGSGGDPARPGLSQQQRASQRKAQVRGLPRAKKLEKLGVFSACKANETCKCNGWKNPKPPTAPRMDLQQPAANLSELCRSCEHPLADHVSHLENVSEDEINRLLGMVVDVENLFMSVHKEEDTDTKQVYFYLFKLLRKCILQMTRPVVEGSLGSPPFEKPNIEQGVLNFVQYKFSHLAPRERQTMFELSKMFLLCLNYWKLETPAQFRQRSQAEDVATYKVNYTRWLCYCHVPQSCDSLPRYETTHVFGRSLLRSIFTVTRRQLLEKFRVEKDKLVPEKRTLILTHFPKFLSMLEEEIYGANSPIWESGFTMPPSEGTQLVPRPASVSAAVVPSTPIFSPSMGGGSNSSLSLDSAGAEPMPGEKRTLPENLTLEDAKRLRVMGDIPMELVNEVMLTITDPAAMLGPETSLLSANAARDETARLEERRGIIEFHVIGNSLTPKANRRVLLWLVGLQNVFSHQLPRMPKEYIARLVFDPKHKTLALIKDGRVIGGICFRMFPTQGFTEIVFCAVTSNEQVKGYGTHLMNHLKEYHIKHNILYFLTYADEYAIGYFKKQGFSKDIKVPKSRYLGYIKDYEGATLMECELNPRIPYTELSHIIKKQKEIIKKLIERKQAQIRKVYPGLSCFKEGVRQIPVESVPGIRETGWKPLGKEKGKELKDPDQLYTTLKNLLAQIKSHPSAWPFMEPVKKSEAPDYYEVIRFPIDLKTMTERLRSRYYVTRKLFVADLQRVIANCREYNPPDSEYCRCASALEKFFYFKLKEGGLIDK
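Compounds, pin-transferred from DMSO stocks, meet 20nM GCN5L2 for 15 min before the reaction begins with H3(1-25) peptide (75uM) and acetyl-CoA (70uM). Thiol-reactive ThioGlo1 reports CoA release over 20 min at room temperature.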
DT40 TDP1 no CPT: qHTS for Inhibitors of human tyrosyl-DNA phosphodiesterase 1 (TDP1): qHTS in cells in absence of CPT; DT40 Tdp1-/- hTDP1 cells, no CPT, ATP luminescence, 48 h; Potency, µM (top dose mostly 46.2 µM), for inactives: at the highest dose activity change, negative = growth inhibition, hits mostly inhibitors; 15% of 420,000 active; note: nearly all actives have a fitted effect of over 55% in size
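Luminescent ATP content (CellTiter-Glo) served as the growth readout. Knockout chicken DT40 cells expressing human TDP1 were exposed to compounds without camptothecin for a minimum 48 hr at 37 °C.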
* marks the source's active call; other numbers are inactive results; ? = inconclusive; . = no result given; [ ] = remark or other dose. Calls come from the whole dose curve; as a rule, active = well fitted curve in the direction sought with a large enough effect; inconclusive = small, poorly fitted or top-dose-only effect, or another doubt; inactive = no such curve, though single readings can be large; an effect the other way counts as inactive or inconclusive. % is set by controls: 0 for no effect and ±100 for the full control effect; potency is the fitted concentration of half-maximal effect.

Structure | TDP1 cell CPT | GCN5L2 inh | DT40 TDP1 no CPT
COc1ccc(OC)c(NC(=O)c2ccc(CN3CCOCC3)cc2)c1 | -3% | -3% | -24%
CCC(C)[C@H]1CNCCN1CCc1cccc2ccccc12 (some centres undefined) | 16µM* | -1% | ?
COc1ccc(S(=O)(=O)NC(C)C(=O)NC2CC2)cc1C (centres undefined) | -8% | 1% | 16%
COCCOc1ccc(C(F)(F)F)cc1NC(=O)c1ccccc1 | 5% | 17% | -14%
COC(=O)c1n[nH]nc1-c1ccccc1 | -21% | 0% | 0%
NS(=O)(=O)c1ccc(CCNCc2cc(Cl)ccc2OCc2ccccc2)cc1 | ? | 1% | ?
Cn1ccnc1Sc1nc(Nc2cccc(Cl)c2)nc(N2CCOCC2)n1 | -1% | 3% | 4%
O=c1cnc2ccccc2n1Cc1ccc(Br)cc1 | 5% | -2% | ?
COc1ccccc1OCCC(=O)Nc1cccc(S(=O)(=O)N2CCOCC2)c1 | -24% | -3% | -7%
CC(=O)Nc1cc(-c2cccc(C(=O)NCCO)c2)cn2c(-c3ccc(F)cc3)cnc12 | 15µM* | . | 21µM*
COc1ccccc1-c1sc2ccccc2c1-c1cnc(N2CCOCC2)nc1 | -7% | . | ?
COc1ccccc1CNc1ccc(-c2nc(-c3ccco3)no2)cc1[N+](=O)[O-] | ? | -2% | ?
COc1cc(OC)c(NC(=S)Nc2cccc(C(C)=O)c2)cc1Cl | -10% | -2% | ?
CCOC(=O)CSCC(=O)Nc1nnc(-c2cccc([N+](=O)[O-])c2)s1 | 10% | -2% | 9%
Cc1ccc(S(=O)(=O)N2CCCN(S(=O)(=O)c3ccccc3Br)CC2)cc1 | ? | -5% | ?
CC(=O)c1cccc(CN2CCN(CCC(C)C)C(CCO)C2)c1 (centres undefined) | -25% | -4% | 2%
CCc1nc(SCC(=O)OC)c2c3c(sc2n1)COC(C)(C)C3 | -22% | -1% | -1%
O=C(CCS(=O)(=O)Cc1ccccc1)NCCc1ccccc1 | 13% | -7% | -6%
Cc1cccc(NC2CNC(=O)NC2=O)c1 (centres undefined) | 1% | . | -14%
CCNc1nc(NCC)nc(Oc2ccc(C(=O)OC)cc2)n1 | -16% | 1% | -28%
CC(C)c1nnc(NC(=O)Cc2ccc(Br)cc2)s1 | 1% | 1% | 3%
COc1ccc(OCCCC(=O)Nc2cc([N+](=O)[O-])ccc2C)cc1 | -10% | -18% | ?
O=C1/C(=C/c2cccnc2)SC(=S)N1c1ccc(F)cc1 | ? | -1% | -14%
CCOc1ccc(NS(=O)(=O)c2cc(NC(=O)CCNC(=O)c3ccco3)ccc2OC)cc1 | -19% | . | -1%
COc1ccc(OC)c(/C=N\NC(=O)CSc2nnc(CCCc3ccc(OC)c(C)c3)o2)c1 | -5% | . | ?
CCc1ccccc1NC(=O)c1cn(C)c(=O)c2ccccc12 | -19% | -3% | -9%
c1ccc2c3nnc4n(c-3nc2c1)CCCS4 | -22% | -5% | -16%
CN(N)c1nc(C(F)(F)F)nc2ccccc12 | -6% | -8% | -25%
CCc1ccccc1NC(=O)CN(C)C(=O)CSc1nn(-c2ccccc2)c(=S)s1 | 2% | -3% | -23%
COC(=O)c1cc(S(=O)(=O)N2CCCC(C)C2)c[nH]1 (centres undefined) | ? | -2% | -21%

Of the compounds above, these contain an aryl thioether with sulfur outside any ring:
Structure | TDP1 cell CPT | GCN5L2 inh | DT40 TDP1 no CPT
Cn1ccnc1Sc1nc(Nc2cccc(Cl)c2)nc(N2CCOCC2)n1 | -1% | 3% | 4%
CCc1nc(SCC(=O)OC)c2c3c(sc2n1)COC(C)(C)C3 | -22% | -1% | -1%
COc1ccc(OC)c(/C=N\NC(=O)CSc2nnc(CCCc3ccc(OC)c(C)c3)o2)c1 | -5% | . | ?
CCc1ccccc1NC(=O)CN(C)C(=O)CSc1nn(-c2ccccc2)c(=S)s1 | 2% | -3% | -23%

Following part.
Structure | TDP1 cell CPT | GCN5L2 inh | DT40 TDP1 no CPT
O=C(Cn1ncc2c3ccccc3n(Cc3ccc(Cl)cc3)c2c1=O)NCCC1=CCCCC1 | 4% | 0% | -3%
COc1cccc2c(=O)n(CC(=O)Nc3ccccc3F)ccc12 | 8% | -1% | 2%
CC1CN(S(=O)(=O)c2cccc(C(=O)NCCc3ccc(S(N)(=O)=O)cc3)c2)CC(C)O1 (centres undefined) | -23% | 1% | -19%
O=C(Nc1nccs1)C1CCCN1S(=O)(=O)c1ccc(F)cc1 (centres undefined) | -2% | 1% | -16%
CN(C)c1ccc(C(=O)Nc2nc3c(s2)CCCC3)cc1 | ? | -11% | ?
COC(=O)CN1C(=O)S/C(=C/c2ccc(N3CCCCC3)o2)C1=O | ? | -14% | ?
Oc1ccc(N=Nc2nc(-c3ccccc3)c(-c3ccccc3)[nH]2)cc1 | ? | -14% | 23µM*
COCCCNC(=O)C[C@@H]1C[C@@]2(C(=O)OC)CC(C)(C)CC=C2N(Cc2cccc3ccccc23)C1=O | ? | . | ?
COc1ccc(OC)c(NC2=C(c3ccccc3)C(=O)c3ccccc32)c1 | 1.5µM* | -11% | 1µM*
COc1ccc2cc1Oc1ccc(cc1)CC1c3c(cc(OC)c4c3Oc3cc5c(cc3O4)CCNC5C2)CCN1C (centres undefined) | 2.9µM* | ? | 1.6µM*
COc1ccc(C(=O)Oc2cccc(/C=N/NC(N)=S)c2)cc1 | ? | 1% | ?
Cc1ccc(-n2c(C)csc2=N)cc1 | ? | 16% | -26%
CCOc1ccc(CC(=O)Nc2c(C(=O)c3ccc(C)cc3)oc3ccccc23)cc1OCC | ? | -5% | 18µM*
COC(=O)C1(C)CCCC2(C)C1CCC13OCC(CC21)C(O)(C(C)C)C3O (centres undefined) | -18% | . | -10%
C[C@@H]1COC(=O)[C@H](CC(=O)OC(C)(C)C)C/C=C\C[C@H](CC(=O)NCCO)C(=O)N1 | -3% | 2% | -6%
Cc1oc(-c2cccc(Cl)c2)nc1CS(=O)(=O)CC(=O)NCCN1CCOCC1 | 2% | ? | 10%
Cc1cc(CN2CCN(c3cccc(C)c3C)CC2)cs1 | 23µM* | -2% | 15µM*
CCOc1cc(/C=N\NC(=O)c2ccc(NC(=O)CC)cc2)ccc1OC(=O)c1ccccc1 | 18µM* | 0% | ?
Cc1cc2nc(NC(=O)C3(C)CCCN(C(C)C)C3)[nH]c2cc1C (centres undefined) | -4% | . | 8%
CC1(C)OC1(C#N)c1ccccc1 (centres undefined) | 6% | . | 2%
NS(=O)(=O)c1ccc(CCNC(=O)C(=O)NCC2OCCN2S(=O)(=O)c2ccc(F)cc2)cc1 (centres undefined) | 0% | -3% | 11%
O=c1[nH]c2ccc(S(=O)(=O)N3CCCCC3)cc2s1 | 16% | ? | 5%
C/C=C(\C)C(=O)NNC(=O)c1sc(-c2ccccc2)nc1C | 2% | -5% | -12%
CC(Sc1nnc(-c2ccco2)n1N)C(=O)NCC1CCCO1 (centres undefined) | 9% | -8% | 21%
CN(C)c1ccc(CNC(=O)C2CCN(S(=O)(=O)c3ccc4c(c3)CCCC(=O)N4)CC2)cc1 | -6% | -3% | -3%
CCCCCOC(=O)CSc1nc2c(c(=O)[nH]c(=O)n2C)n1Cc1ccc(Cl)cc1 | 8% | 5% | -4%
CC(C)(C)c1ccc(S(=O)(=O)NCc2ccc(C(=O)N3CCCC3)cc2)cc1 | -26% | -2%[0.501 µM] | -29%
COc1ccc(NC(=O)C2CCCN(S(=O)(=O)c3ccc(Cl)cc3)C2)cc1OC (centres undefined) | -24% | -10% | -19%
O=C(Cn1c(SCc2ccccc2F)nc2ccncc21)Nc1ccccc1C(F)(F)F | ? | -1% | -19%
O=C(c1ccc(OC2CCN(Cc3ccc(C(F)(F)F)cc3)CC2)cc1)N1CCCCC1 | ? | -10% | 21µM*

(more compounds)
canonical_smiles | TDP1 cell CPT | GCN5L2 inh | DT40 TDP1 no CPT
Cc1ccc(S(=O)(=O)N2CCC(C(=O)Nc3nnc(COc4ccccc4)s3)CC2)cc1 | -23% | 1% | ?
O=C(C1CC1)N1CCN(c2ccnc3cc(Cl)ccc23)CC1 | ? | -4% | ?
Cc1cc(C(=O)COC(=O)c2ccc(O)cc2)c(C)n1CCc1ccc(F)cc1 | 0% | -11% | -26%
COc1cc(/C=C/C(=O)Nc2ccc(OC)c(S(=O)(=O)N3CCOCC3)c2)ccc1OCC#N | -29% | -8% | ?
Cc1c(OC(C)C(=O)NCCN2CCOCC2)ccc2c(-c3ccccc3)cc(=O)oc12 (centres undefined) | -15% | -5% | ?
C/C(=N/NC(=O)c1ccncc1)c1cc2ccc(O)cc2oc1=O | 9% | -11% | -18%
CC(C)C[C@H]1CN(CCCC[C@@H]2CNC(=O)C(=O)N2CC2CCCCC2)C(=O)C(=O)N1CCc1ccccc1 | 14% | . | -15%
CCOC(=O)N1CCC(c2cc(=O)n(-c3ccccc3)[nH]2)CC1 | -14% | -6% | -27%
COc1ccc2oc(C(=O)OCC(=O)N3CCCCC3)c(C)c2c1 | -20% | -8% | -4%
N#CC1(NC(=O)CSc2nc3ccccc3s2)CCCCC1 | ? | 0% | ?
CCN(C(=O)COC(=O)c1oc2ccc(OC)cc2c1C)C1CCS(=O)(=O)C1 (centres undefined) | -5% | -21% | -13%
COc1ccc(NC(=O)COC(=O)c2cc(OC)c(OC)c(OC)c2)c([N+](=O)[O-])c1 | -10% | -11% | 20%
Cc1nnc2n1N=CC=C(c1ccccc1)S2 | 8.2µM* | -10% | 5.2µM*
CC1CCC2(CC1)NC(=O)N(NC(=O)CCc1c[nH]c3ccccc13)C2=O (centres undefined) | -17% | -6% | -20%
O=C(CC1SC(=Nc2ccccc2)N(CCCCO)C1=O)NCc1ccccc1 (centres undefined) | 15% | -15% | -14%
CCC(=O)N(CCc1ccccc1C)Cc1cc2ccc(C)cc2[nH]c1=O | -5% | -2% | -2%
CN1C(=O)c2cccc3c(S(=O)(=O)N(C)C)ccc1c23 | -1% | ? | -6%
COc1ccc(N=C2SC(CC(=O)Nc3ccc(F)cc3)C(=O)N2Cc2ccco2)cc1 (centres undefined) | ? | -2% | ?
CCN(CC)CCOC(=O)c1ccc(NC(=O)CSc2nnc(-c3cccs3)n2CC)cc1 | -15% | . | 2%
Cc1cccc(NC(=O)c2sc(C)nc2C)c1 | 0% | -8% | -5%
COc1ccc(CNC(=O)CSc2n[nH]c(N)n2)cc1 | 13% | -5% | -25%
O=C(NNC(=O)c1sc2ccccc2c1Cl)Nc1ccc(Cl)cc1 | -15% | -1% | -3%
Cc1ccc(Cl)cc1-c1cc(C(=O)NCc2cc(C(F)(F)F)cc(C(F)(F)F)c2)[nH]n1 | ? | . | 21µM*
O=C(NC1CCN(Cc2ccccc2)CC1)C1CCN(S(=O)(=O)c2ccc(Cl)cc2)CC1 | ? | -6% | 16µM*
CCN(C(=O)CSc1nnc(-c2ccc3c(c2)OCO3)o1)C1CCS(=O)(=O)C1 (centres undefined) | -22% | -8% | -7%

Taken from above.
O=C(NC1CCN(Cc2ccccc2)CC1)C1CCN(S(=O)(=O)c2ccc(Cl)cc2)CC1 @ DT40 TDP1 no CPT: 16µM*
COCCOc1ccc(C(F)(F)F)cc1NC(=O)c1ccccc1 @ DT40 TDP1 no CPT: -14%

Next section:
canonical_smiles | TDP1 cell CPT | GCN5L2 inh | DT40 TDP1 no CPT
CCN(CC(=O)Nc1c(F)cccc1F)C(=O)C1CCN(C(=O)c2ccc(F)cc2)CC1 | -10% | 1% | -7%
NC(=O)NOCc1ccccc1 | 0% | -4% | -6%
CCCSc1nc(-c2ccc(OC)cc2)cc(-c2ccccc2OC)c1C#N | ? | 2% | 18µM*
CCN(Cc1ccncc1)Cc1ccc(OC)c(OC)c1 | -7% | -2% | 10%
Cc1cc(Cl)ccc1NC(=S)NC1CCCC1 | ? | -6% | 21µM*
CCOc1ccc(NCc2nc3ccccc3n2CCOc2ccc(C)cc2)cc1 | 6.5µM* | -15% | 8.2µM*
Oc1ccc(CNc2ccccc2O)cc1 | 26µM* | -1% | ?
Nc1ccn([C@@H]2O[C@H](C(=O)N[C@H](CO)c3ccccc3)[C@@H](O)[C@H]2O)c(=O)n1 | -4% | . | 20%
CCc1sc(C(=O)N2CCN(C(=O)c3ccccc3)CC2)cc1C | -23% | -4% | -12%
Cc1cccc(NC(=O)CCNS(=O)(=O)c2ccc(Cl)cc2)c1 | -4% | -9% | ?
NCCc1nc(-c2ccccc2)cs1 | 4% | -1% | -23%
COc1ccc(C(=O)Cn2cnc3ccccc3c2=O)cc1OC | -16% | -1% | ?
Cc1cc(=O)[nH]c(N/N=C/c2ccc(Br)s2)n1 | -6% | -5% | -24%
CCN(C1CCCCC1)S(=O)(=O)CCNC(=O)c1ccccc1 | -6% | 2% | ?
